High-throughput results from PubChem.
p97 inhibitor – human p97 ATPase inhibition; AID 1481; inhibition, % at 8 µM; recombinant p97 ATPase, Kinase-Glo ATP luminescence, 3 h; 220,000 compounds, 0.42% hits; P55072; in the data active = inhibition above about 15%;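 also: 0% = DMSO vehicle and 100% = wells lacking enzyme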
Ba/F3 V617F tox – lowers viability of Ba/F3 cells expressing EpoR and JAK2V617F | inhibition, % at 5.6 µM | AID 1446 | 220,000 compounds, 1.1% hits | ATP luminescence;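 active = inhibition above the campaign mean plus 3 SD over all tested compounds, cut at about 24% in these data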;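 also: cytokine-independent growth of Ba/F3 cells driven by EpoR plus mutant JAK2; 0% = DMSO-treated cells and 100% = JAK inhibitor I control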
RBBP9 inh – inhibitors of human serine hydrolase RBBP9; inhibition, % at 7.94 µM; O75884; 220,000 compounds, 0.2% hits; recombinant RBBP9, FP-Rh probe fluorescence polarization;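 active = inhibition above the campaign mean of all tested compounds plus 3 SD, cut at about 14% in these data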;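 also: plate controls were DMSO wells with RBBP9 for no effect and wells lacking RBBP9 protein for full effect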
Target sequence (O75884 whole entry, looked up): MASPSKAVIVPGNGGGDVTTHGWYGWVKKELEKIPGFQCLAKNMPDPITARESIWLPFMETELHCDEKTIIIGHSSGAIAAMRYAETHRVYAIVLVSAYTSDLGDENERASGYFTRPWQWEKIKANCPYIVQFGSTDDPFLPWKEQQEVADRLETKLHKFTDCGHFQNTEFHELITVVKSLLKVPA
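System: RBBP9 protein / Quantity: 2.5 µM RBBP9 dispensing solution, before mixing / Also added: Serine-hydrolase probe FP-Rh, 375 nM pre-mixing / Dosing: 7.94 µM single dose, 0.794% DMSO / Timing: enzyme-compound preincubation 30 min, then probe labeling 45 min, 25 °C / Signal: FP readout at 525/598 nm / Controls: DMSO-treated enzyme wells and wells lacking RBBP9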
BaF3 tox – reduces parental Ba/F3 cell viability, JAK2V617F counter-screen. CellTiter-Glo ATP luminescence. inhibition, % at 5.6 µM. 220,000 compounds, 1.1% hits;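 active = inhibition above a per-campaign cutoff, the mean inhibition of all tested compounds plus 3 SD, cut at about 27% in these data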;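 also: 0% = DMSO wells and 100% = JAK Inhibitor I control wells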
PPC-1+TRAIL kill – PPC-1 cancer cell killing with TRAIL present; PPC-1 cells + TRAIL, ATPLite viability luminescence; cell killing (% activity), % at 4 µM; 220,000 compounds, 0.41% hits; AID 1443;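 active = cell killing above 50% in the first pass at 4 µM, then a duplicate retest at 5 µM averaging 50% or more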;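 also: plate controls were cells with TRAIL plus DMSO for no effect and medium-only wells lacking cells for full effect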
TbHK1 inh – T. brucei hexokinase 1 inhibition; 220,000 compounds, 0.11% hits; AID 1430; inhibition, % at 10 µM; recombinant TbHK1, G6PDH-coupled NADH A340;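 active = inhibition of 50% or more in the single-dose primary screen; inactive = inhibition below 50%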
PGE2 EP2 inh – inhibitors of human EP2 prostaglandin E2 receptor; 260,000 compounds, 0.52% hits; inhibition, % at 25 µM; C6 glioma cells expressing human EP2, cAMP TR-FRET; cells stimulated with saturating PGE2;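 active = percent inhibition above 40 after rounding to a whole number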;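 also: rat C6 glioma host cells with rolipram phosphodiesterase inhibitor present; the protocol text gives 20 µM as final concentration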
Target sequence (P43116 whole entry, looked up): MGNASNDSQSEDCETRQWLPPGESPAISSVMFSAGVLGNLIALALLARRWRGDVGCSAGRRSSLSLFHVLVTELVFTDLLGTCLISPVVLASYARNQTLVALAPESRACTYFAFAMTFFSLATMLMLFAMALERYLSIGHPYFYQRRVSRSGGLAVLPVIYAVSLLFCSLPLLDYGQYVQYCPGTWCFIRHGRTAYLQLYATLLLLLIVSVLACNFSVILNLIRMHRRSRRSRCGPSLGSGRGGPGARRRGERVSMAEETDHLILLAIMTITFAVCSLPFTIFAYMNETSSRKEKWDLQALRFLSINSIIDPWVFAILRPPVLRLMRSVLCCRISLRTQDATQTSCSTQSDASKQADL
NCF1 inh – inhibitors of human p47phox binding; p47phox/p22phox peptide binding, fluorescence polarization, 2 h; inhibition, % at 24.7 µM; 220,000 compounds, 0.53% hits; AID 1274;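 active = inhibition above about 30%, limit read from the data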;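 also: 0% = p47phox with labelled peptide and 100% = labelled peptide alone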
Target sequence (P14598 whole entry, looked up): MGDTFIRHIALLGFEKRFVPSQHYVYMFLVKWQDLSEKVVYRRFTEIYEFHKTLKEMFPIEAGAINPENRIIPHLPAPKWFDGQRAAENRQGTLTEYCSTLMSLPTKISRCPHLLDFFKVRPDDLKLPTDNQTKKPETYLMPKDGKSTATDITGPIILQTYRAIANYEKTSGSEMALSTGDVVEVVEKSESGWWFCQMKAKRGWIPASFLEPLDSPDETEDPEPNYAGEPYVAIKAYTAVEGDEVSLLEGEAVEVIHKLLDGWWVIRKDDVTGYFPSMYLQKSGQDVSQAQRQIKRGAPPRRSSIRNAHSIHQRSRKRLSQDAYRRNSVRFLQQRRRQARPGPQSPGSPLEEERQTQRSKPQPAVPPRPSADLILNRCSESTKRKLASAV
Furin inh – blocks human furin protease activity. purified furin, fluorogenic substrate cleavage. 220,000 compounds, 0.061% hits. P09958. AID 463115. inhibition, % at 30 µM; in the data active = inhibition above about 25%; also: inactives centre near -15
Starred values were filed as active, the others as inactive; . = not tested or not shown; & = joins results of further samples; [ ] = remark or other dose. Only part of the results is shown; the hit share may differ from the screen's.

SMILES	p97 inhibitor	Ba/F3 V617F tox	RBBP9 inh	BaF3 tox	PPC-1+TRAIL kill	TbHK1 inh	PGE2 EP2 inh	NCF1 inh	Furin inh
COc1ccccc1NC(=O)CC1COc2ccccc2O1 (stereo unspecified)	2.1	-3.7	-3.7	-1.1	0.2	0.5	12.9	-3.9	-13.7[20 µM]
CCOc1cc(S(=O)(=O)NC2CC(C)(C)NC(C)(C)C2)ccc1F	4.9	-1.9	0.8	1.2	-16.5	5.4	2.6	-10.3	-12.3[20 µM]
O=C(Oc1cc(-c2ccccc2)no1)c1cccc(C(F)(F)F)c1	0.7	0.1	0.7	3.5	-2.7	1.2	10.8	-9.1	-30.4[20 µM]
CCSc1c(-c2ccccc2)nc2c(C)cccc2c1C(=O)O	1.9	-2.2	-5.2	4.4	18.7	-17.8	11.0	-0.2	-9.8[20 µM]
C=CCn1c(Cc2cccs2)nnc1SC/C=C/c1ccccc1	-4.8	-0.5	4.6	4.5	18.2	6.0	-2.8	-8.8	-16.3[20 µM]
Cc1ccc(CNC(=O)CCS(=O)(=O)c2ccc(Br)cc2)cc1	3.6	-5.0	1.6	-0.8	18.8	68.3*	7.0	-6.6	-26.9
Cc1cc(C(=O)N/N=C/c2sccc2C)no1	1.6	-1.6	-4.6	1.2	10.4	-35.5	10.0	-1.2	-8.2
CC(C)(C)N1CC(c2nc3ccccc3n2Cc2ccccc2)CC1=O (stereo unspecified)	-10.3	7.7	-8.6	5.3	10.7	7.5	-0.9	-8.1	-1.5[20 µM]
NC(N)=N/N=C/c1ccc(OCc2ccccc2Cl)cc1	14.4	6.5	-7.8	12.3	-2.9	8.7	95.6*	5.3	-7.4[20 µM]
CCOc1ccc(-n2nc3c(Cl)nnc(C)c3c2C)cc1	3.1	-0.1	-6.3	1.1	9.6	-0.7	9.3	-13.3	-20.2
COC(=O)CNC(=O)C(C)NC(=O)OCc1ccccc1 (stereo unspecified)	2.8	-3.8	-3.6	-1.9	16.7	0.5	10.3	3.6	-20.9
Cc1c(C(=O)C(=O)NCCCn2ccnc2)c2ccccc2n1C	5.0	1.4	-7.1	1.9	8.9	-19.5	4.5	-7.8	-12.5
CCCCOc1ccc(NC(=O)CSc2nnnn2C)cc1	5.3	-4.8	-5.0	-0.8	14.7	7.0	15.5	-16.9	-29.3[20 µM]
Cc1cc(N)n(-c2nc(-c3cccnc3)nc3ccccc23)n1	14.1	-4.9	7.6	3.7	1.7	-11.2	13.8	-8.9	-5.3[20 µM]
O=C(CCCC(=O)OCC1CCCO1)OCC1CCCO1 (stereo unspecified)	-2.6	2.5	1.2	8.1	-0.3	1.3	-3.9	3.1	-13.4
O=C(CN1CCCCCC1)N/N=C/c1cccc(Cl)c1	0.4	-0.4	-5.8	1.2	13.0	0.1	5.2	-1.4	-14.1
COc1ccc(OC)c(CCNC(=O)Cn2cccc2C(=O)c2ccccc2C)c1	-4.7	-3.9	15.2*	-1.6	-10.8	-5.6	8.1	-2.3	-17.6
CCCCC(=O)Nc1nc(C)c(C(C)=O)s1	-1.3	-0.1	0.7	7.7	16.8	-19.2	9.0	5.9	-29.7
O=C(NCCN1CCOCC1)c1cc(Sc2ccc(F)cc2F)nc2ccccc12	-4.2	2.1	-8.7	2.6	30.0	-8.8	5.3	-5.0	2.2
Cc1ccc(CN(C)C(=O)c2cc(COc3ccc(F)cc3Cl)on2)o1	-1.8	-3.5	-3.1	0.1	9.9	2.6	7.2	-7.6	-26.3
Cc1nnc(SCC(=O)N(C)C2CCCCC2)s1	-1.1	0.3	-1.4	5.5	9.7	0.3	4.7&6.4	5.5	-14.6
O=c1oc2ccccc2cc1-c1ccccc1	4.9	-2.5	0.2	1.0	1.4	-7.6	5.2	-3.7	-19.2
CCCCCNS(=O)(=O)c1cc(C)ccc1OC	-3.6	2.4	-3.0	6.4	-2.1	25.6	6.1	-8.8	-10.8
O=C(c1ccccc1F)c1cc2c(cc1[N+](=O)[O-])OCCO2	1.1	-3.8	0.6	-2.2	3.5	-1.6	6.1	0.9	-13.7
Cc1ccc(CNC(=O)/C(C#N)=C\c2ccc(N(C)C)cc2)cc1	0.6	-1.2	-6.1	-0.4	4.6	4.8	10.1	-12.3	-4.1[20 µM]
CN(c1ccc(F)cc1)S(=O)(=O)c1ccc2[nH]cc(C(=O)O)c(=O)c2c1	-5.1	2.3	-8.9	4.3	61.9*	-4.4	10.8	-4.7	-18.1
CCC1(C)Cc2c(c(=O)n(-c3ccccc3)c3ncnc(N)c23)CO1 (stereo unspecified)	0.8	3.4	-2.4	4.8	6.5	2.3	12.1	-18.1	-3.4[20 µM]
CCN(Cc1ccccc1)C(=O)Cn1c(C(C)O)nc2ccccc21 (stereo unspecified)	0.1	0.5	-0.8	8.9	23.2	3.0	10.8	-5.0	-26.6
C=CCn1c(SCC(=O)Nc2nc3ccccc3s2)nc(O)c(CC)c1=O	8.7	-3.0	-8.6	4.3	-7.6	-6.6	7.7	-32.3	-19.3
CCN(C(=O)CSc1nc(-c2ccccc2)c(-c2ccccc2)[nH]1)C1CCS(=O)(=O)C1 (stereo unspecified)	-3.2	4.0	-6.8	2.6	1.9	-5.7	12.4	-8.9	-14.3[20 µM]
COc1ccc(/C=N/NC(=O)Cc2n[nH]c(=O)[nH]c2=O)cc1	6.7	-3.2	-3.7	1.3	13.5	-8.7	6.1	-10.9	-20.7
COc1ccccc1N(C(=O)c1ccncc1)c1nc(-c2ccc([N+](=O)[O-])cc2)cs1	-1.8	3.8	-11.1	5.9	9.4	8.6	6.4	-13.0	-1.8
O=C(NCc1ccco1)C1CC(c2ccccc2C(F)(F)F)=NO1 (stereo unspecified)	.	.	.	.	13.3	-5.1	14.9	-21.6	5.0
Nc1nc(=S)[nH]c2c1C1(CCCCC1)Cc1ccccc1-2	6.5	-2.7	-1.4	-2.4	-3.2	-8.6	5.6	-6.0	-22.1
CCOC(=O)N1CCN(C(=O)c2ccc3c(=O)n(Cc4ccc(OC)cc4)c(=S)[nH]c3c2)CC1	0.2	3.6	-6.8	4.1	8.8	-9.4	12.6	-4.5	-6.2[20 µM]
Cc1cccc(N2CC(C(=O)OCC(=O)c3ccc(OC(=O)c4cccs4)cc3)CC2=O)c1C (stereo unspecified)	-5.2	3.4	-2.6	3.1	13.9	1.3	120.0*	-15.2	-6.0[20 µM]
CCOc1cccc(SCc2noc(C(=O)NC(C)C)c2C(=O)O)c1	2.0	-2.4	-8.8	6.4	2.7	4.6	8.5	0.2	-11.1[20 µM]
CCc1ccc(N2CC(C(=O)N/N=C/c3cccc([N+](=O)[O-])c3)CC2=O)cc1 (stereo unspecified)	2.9	-2.8	-2.0	2.7	-3.8	4.6	3.7	1.8	0.3[20 µM]
COCCNC(=O)c1c(N)n(-c2cccc(C)c2)c2nc3ccccc3nc12	1.0	-0.1	0.6	5.9	19.9	-11.8	12.2	-5.8	-49.2
COc1cc(/C=N/NC(=O)C(=O)/C=C2\NC(C)(C)Cc3ccccc32)ccc1O	7.9	1.9	-5.9	-1.8	16.9	-33.1	2.1	-0.9	-9.7
O=C1NC(c2ccco2)Nc2ccccc21 (stereo unspecified)	-2.7	1.8	7.8	8.5	9.4	-1.8	10.3&14.3	-15.3	-0.6[20 µM]
COc1cccc(CC2(CO)CCN(Cc3cn(C)nc3C)CC2)c1	-3.3	3.1	1.1	9.0	5.6	8.5	4.8	-6.5	-26.2
Cn1nnnc1SCCNCc1ccccc1OCc1ccccc1	0.8	-1.9	5.0	3.4	27.2	2.6	1.4	-3.5	-8.4
CCCN1C(=O)/C(=C/c2nc3ccccc3c(=O)[nH]2)c2cc(C)ccc21	5.1	-2.6	-4.6	0.0	3.2	-35.5	19.4	-11.9	-11.8
CCOC(=O)/C(=N/Nc1ccccc1)N1CCCc2ccccc21	-1.5	1.9	3.4	5.6	37.1	0.3	10.2	-2.2	-16.0
Cc1c(NC(=O)CSc2ncccn2)c(=O)n(-c2ccccc2)n1C	7.4	-2.7	-2.3	6.4	15.2	-0.2	6.7	-5.8	-23.6
Cc1cc(S(=O)(=O)N(Cc2cccs2)Cc2ccccc2F)ccc1-n1cnnn1	-1.5	2.0	-3.2	8.3	15.4	13.3	5.2	-5.2	-17.8
C=C(C)CNC(=S)N/N=C/c1ccc(N2CCOCC2)cc1	-3.1	2.2	-6.2	5.1	28.8	-61.9	2.4	-4.3	-15.3
O=C(/C=C/c1ccc(S(=O)(=O)NCc2ccco2)cc1)N1CCN(c2ccccc2)CC1	5.4	0.4	-10.4	0.8	27.0	0.0	0.6	-22.4	-27.8
Cc1cccc(Cc2nnc(NC(=O)c3cccc(S(=O)(=O)N4CCOCC4)c3)s2)c1	5.1	-3.8	1.9	3.2	16.7	-0.5	-0.5	-7.5	-17.2
CCCSc1nc2c3c(sc2c(=O)[nH]1)CC(C)(CC)OC3 (stereo unspecified)	5.2	1.5	7.2	5.9	27.4	-0.7	4.1	-22.5	-22.0
C=CCn1c(SCC(C)=O)nnc1-c1ccc2ncccc2c1	-0.8	-0.1	-0.5	1.8	4.6	7.8	7.8	-3.7	-17.8
Cc1ccc(C(=O)NC2CCN(CC(=O)Nc3cccc([N+](=O)[O-])c3)CC2)cc1	2.8	-1.9	-9.0	5.0	9.5	2.5	5.3	-3.4	-31.8
O=C(N/N=C/c1ccc([N+](=O)[O-])o1)c1ccc(NS(=O)(=O)c2cccs2)cc1	7.0	-1.1	0.7	-1.6	-1.4	-29.7	4.1	-17.5	-14.3
COC(=O)c1cc(NCc2ccccc2F)ccc1N1CCOCC1	2.8	-0.4	-4.9	-0.8	2.9	2.7	8.9	-4.4	-5.6
COc1cccc(C2C3=C(N=c4s/c(=C\c5cccc(O)c5)c(=O)n42)c2ccccc2CC3)c1OC (stereo unspecified)	1.8	3.3	-12.8	5.4	11.8	-25.6	7.4	-18.7	-10.7
O=C(CCS(=O)(=O)c1ccccc1)N1CCOCC1	2.5	-4.5	-9.7	-2.2	-0.3	-3.6	4.2	-0.5	-30.4
OCCC1CN(Cc2ccc(Oc3ncccn3)cc2)CCN1C1CCCC1 (stereo unspecified)	2.4	-0.7	-0.7	4.9	8.6	-4.1	7.2	-4.5	-25.5
COc1ccc(N2C(=S)N=C(Nc3cccc(C)c3)C23CCCCC3)cc1	1.5	2.4	-0.7	7.0	34.0	-6.9	11.5	-5.4	-8.6
CCCCOC(=O)C1CCC[C@@H](C)N1 (stereo partly specified)	-3.4	3.1	-3.2	7.5	1.2	-3.1	8.4	-12.2	-13.2[20 µM]
COc1cccc(OCCOCCN(C)CCO)c1	-4.7	0.7	-2.2	9.7	7.5	7.6	9.5	-9.9	-2.1

Results in NCF1 inh, TbHK1 inh and p97 inhibitor, for some of the entries so far:
Compound	NCF1 inh	TbHK1 inh	p97 inhibitor
CCN(C(=O)CSc1nc(-c2ccccc2)c(-c2ccccc2)[nH]1)C1CCS(=O)(=O)C1 (stereo unspecified)	-8.9	-5.7	-3.2
COc1ccc(/C=N/NC(=O)Cc2n[nH]c(=O)[nH]c2=O)cc1	-10.9	-8.7	6.7
COc1ccccc1N(C(=O)c1ccncc1)c1nc(-c2ccc([N+](=O)[O-])cc2)cs1	-13.0	8.6	-1.8
O=C(NCc1ccco1)C1CC(c2ccccc2C(F)(F)F)=NO1 (stereo unspecified)	-21.6	-5.1	.
